SENP8 inh: human SENP8 protease inhibitors, primary screen, biochemical, fluorescence, Nedd8 protein substrate, uHTS | Sentrin-specific protease 8 (Homo sapiens), Q96LD8 | recombinant SENP8 | inhibition, % at 20 µM | 360,000 tested, 0.64% active | AID 602440, 2012; in the data active = inhibition mostly above about 40%, no sharp cut-off; inactive = mostly below about 27%
Target sequence (Q96LD8 whole entry, looked up): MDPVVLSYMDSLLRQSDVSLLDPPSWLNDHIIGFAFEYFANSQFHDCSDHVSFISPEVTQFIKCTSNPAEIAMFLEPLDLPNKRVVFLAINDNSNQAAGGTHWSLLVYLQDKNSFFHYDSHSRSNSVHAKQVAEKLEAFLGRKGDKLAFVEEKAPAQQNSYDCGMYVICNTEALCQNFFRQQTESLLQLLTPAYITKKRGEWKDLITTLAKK
SENP1 FRET inh: human SENP1 catalytic domain inhibitors, primary screen, biochemical, FRET, uHTS | recombinant SENP1 catalytic domain, CyPet-SUMO1-YPet FRET cleavage | inhibition, % at 10 µM | 360,000 tested, 0.21% active;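 active = inhibition at least 30% at 10 µM, raw YFP signal under a set limit, fluorescence ratio 0.5 to 1.5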;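 note: 0% = enzyme with DMSO and 100% = no enzyme wells; some results filed as inactive read as strong as hits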
Target sequence (Q9P0U3 419-644 limits assumed): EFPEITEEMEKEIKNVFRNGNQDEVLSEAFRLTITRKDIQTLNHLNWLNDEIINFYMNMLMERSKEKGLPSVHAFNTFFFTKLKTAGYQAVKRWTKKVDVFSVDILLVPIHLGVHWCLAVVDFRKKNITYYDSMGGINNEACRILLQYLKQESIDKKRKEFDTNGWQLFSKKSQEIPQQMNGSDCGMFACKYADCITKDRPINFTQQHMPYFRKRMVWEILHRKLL
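Test system: human SENP1 catalytic domain; medium: Tris pH 8 buffer plus EDTA, NaCl, BME, BSA, NP40, catalase; incubation: 50 min reaction at room temperature; technique: FRET, CFP and YFP emission; controls: no-enzyme low control and enzyme-plus-DMSO high control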
* = called active by the depositor; i = inactive. This is a subset; rates above refer to the full screens.

Compound	SENP1 FRET inh	SENP8 inh
O=S1(=O)CC(N2CCC(Cc3ccccc3)CC2)CN1CCc1ccccc1 (stereo unspecified)	1	8
CCCC(=O)N1CCOCC1c1cc(C(=O)NCc2ccccc2)no1 (stereo unspecified)	1	18
COc1ccc(C(C)(O)c2nc(-c3cc(F)cc(F)c3)cs2)cc1 (stereo unspecified)	1	12
COc1ncccc1-c1cnc2cccnn12	-22	-498
Cc1cc(C)c2c(CN3CCN(c4ccccc4F)CC3)cc(=O)oc2c1	0	11
Cc1cccc(C)c1-n1nnnc1C1(C)CCC(=O)N1Cc1cccc(C(F)(F)F)c1 (stereo unspecified)	1	13
C[C@H](O)[C@@H]1C(=O)N2CCc3c([nH]c4ccccc34)[C@@H]2C[C@@H]1N(C)C(=O)c1ccco1	-79	-106
CCOC(=O)[C@]12CCC=C1N(Cc1ccco1)C(=O)[C@H](CC(=O)NCCCN1CCCC1=O)C2	-5	4
CC1=C(C(=O)N(C(C)C)C(C)C)CC(CC(=O)NCc2cccs2)C(=O)N1CCC1=CCCCC1 (stereo unspecified)	-2	6
COc1cc(-c2cnc3c(NC=O)cc(-c4ccccc4Cl)cn23)cc(OC)c1OC	-5	-200
CCC(C(=O)NCc1ccccc1)n1c(-c2cccs2)nc2ccccc21 (stereo unspecified)	2	-347
CCOC(=O)C1(C)CCCN(C(=O)c2ccc(OC)cc2)C1 (stereo unspecified)	2	10
OCc1ccccc1-c1nc(NCC2CC2)nc2ccsc12	-29	i
CC1(C(=O)NCc2ccc(C(F)(F)F)cc2)CCN1Cc1c(F)cccc1F (stereo unspecified)	0	21
CC1(C(=O)Nc2cccc3ccccc23)CCN1C(=O)Cc1ccccc1Cl (stereo unspecified)	3	11
COC(=O)CCCn1cc(CN2CC(N3CCCC3)CS2(=O)=O)nn1 (stereo unspecified)	-4	18
CC(CCl)n1c(=O)c2ccccc2n1S(C)(=O)=O (stereo unspecified)	4	14
COc1ccc(CNC(=O)c2cccc3c(-c4cccc(C(N)=O)c4)coc23)cc1OC	0	3
COCCNC(=O)C1(C)CCCN(CCOc2ccc(Cl)cc2)C1 (stereo unspecified)	0	16
CCCNC(=O)C1(C)CCCN(Cc2ccc(C#N)cc2)C1 (stereo unspecified)	-1	2

Overlap with the part before: 4 entries, then new ones.
Compound	SENP1 FRET inh	SENP8 inh
CC(CCl)n1c(=O)c2ccccc2n1S(C)(=O)=O (stereo unspecified)	4	14
COc1ccc(CNC(=O)c2cccc3c(-c4cccc(C(N)=O)c4)coc23)cc1OC	0	3
COCCNC(=O)C1(C)CCCN(CCOc2ccc(Cl)cc2)C1 (stereo unspecified)	0	16
CCCNC(=O)C1(C)CCCN(Cc2ccc(C#N)cc2)C1 (stereo unspecified)	-1	2
COc1ccc(-c2nc3ccc(Cl)cn3c2Cc2cccc(F)c2)cc1OC	30	-368
Cn1c(-c2ccccc2)c(Sc2ccccc2)c2cc(-c3ccc4[nH]ccc4c3)ccc21	-1	-367
Cc1cc(C)c(C(O)c2ncc(-c3ccccc3Cl)[nH]2)c(C)c1 (stereo unspecified)	1	16
CC(C)CNC(=O)C1(C)CCCCCN1C(=O)c1csnn1 (stereo unspecified)	2	4
CC1(C(=O)NS(=O)(=O)c2cccc(F)c2)CCN1C(=O)Cc1ccccc1 (stereo unspecified)	2	18
Nc1[nH]c(C(=O)c2ccccc2)c(-c2ccccc2C(F)(F)F)c1C(=O)NCc1cccc2ccccc12	-12	-48
COC(=O)c1ccc2nc(C3CCCCC3)c(CC(C)(C)C)n2c1	-4	17
CC(C)CN1CCC1(C)C(=O)Nc1ccc(OC(F)F)cc1 (stereo unspecified)	-1	5
O=C(Nc1cccc(F)c1)c1ccc(-n2cncn2)c2ccoc12	0	3
COc1ccc(-c2cc3nc(NCC4CCCCC4)n(C)c(=O)c3s2)cc1OC	-20	-334
COC(=O)[C@]12CCCCC=C1N(CCC1=CCCCC1)C(=O)[C@H](CC(=O)NCC13CC4CC(CC(C4)C1)C3)C2	2	6
CC(C)Nc1ncnc2c1ncn2[C@H]1CN(CCN2CCOCC2)C[C@@H](CO)O1	0	15
CC(C)n1c(=O)c2ccccc2n1Cc1cn(-c2ccccc2)nn1	5	-379
O=S1(=O)CC(N2CCSCC2)CN1Cc1cn(Cc2ccccc2)nn1 (stereo unspecified)	0	11
CC(=O)N1C(=O)C2(NCC(C)N2)c2ccccc21 (stereo unspecified)	0	30
CCc1nc2ccc(C(=O)NCCN3CCNC3=O)cn2c1N(C)CCC(C)C	-5	-3
CN1CCN(C2CN(CCc3ccccc3)S(=O)(=O)C2)CC1 (stereo unspecified)	2	13
CCOc1ccc(CCN2C(=S)N([C@@H](Cc3ccc(O)cc3)CN3CCC[C@@H]3CN3C(=S)NC[C@@H]3CC(C)C)C[C@@H]2Cc2ccccc2)cc1	3	19
CC(C)c1cccc(-c2csc(C(C)(O)c3ccc(F)c(F)c3)n2)c1 (stereo unspecified)	1	16
CCOC(=O)C1=CCN(S(=O)(=O)c2ccc(C)cc2)C1c1cccc(Br)c1 (stereo unspecified)	2	22
O=C(Nc1cccc(Cl)c1)c1csc([C@H]2C[C@H](O)[C@@H](CO)O2)n1	0	16
CC1(C(=O)Nc2cnc3ccccc3c2)CCN1Cc1cc2ccccc2o1 (stereo unspecified)	0	0
CC1(C(=O)NCc2ccccc2)CSCC(=O)N1Cc1cccs1 (stereo unspecified)	4	12
COc1ccc(C(C)(O)c2nc(-c3ccc4ccccc4c3)cs2)cc1 (stereo unspecified)	2	16
O=C(NCc1ccccc1)[C@@H]1CCCN1C(=O)[C@@H]1CCCN1C(=O)c1cccs1	2	10
Cc1cc(C(O)c2ncc(-c3ccccc3Cl)[nH]2)ccc1F (stereo unspecified)	1	27
CCCS(=O)(=O)NC(=O)C1(C)CCCN(C(=O)c2ccc(F)c(Cl)c2)C1 (stereo unspecified)	1	-2
Cc1ccc(-c2ccc3c(c2)O[C@H](CN(C)C(=O)Nc2ccc(C(F)(F)F)cc2)[C@H](C)CN([C@H](C)CO)S3(=O)=O)cc1	1	15
COc1ccc(CNC(=O)Nc2nc(C(N)Cc3ccc(F)cc3)cs2)cc1 (stereo unspecified)	-1	19
COc1ccc(OC)c(CN2C(=O)CSCC2(C)C(=O)Nc2c(C)cccc2C)c1 (stereo unspecified)	2	19
CN(C)CCCNc1nc2cc(-c3cccc(Cl)c3)sc2c(=O)n1C	-1	-146
CC(=O)Nc1cccc(-c2ccnc3c2CC(C(=O)Nc2ccccc2)O3)c1 (stereo unspecified)	0	6
CCCNC(=O)C1(C)CCCN(Cc2c3ccccc3nn2C)C1 (stereo unspecified)	4	18
CCNC(=O)C1CCCN(C(=O)c2ccc3snnc3c2)CC1 (stereo unspecified)	2	13
NC(=O)c1cccc(-c2ccnc3c2CC(C(=O)NCCc2ccccc2)O3)c1 (stereo unspecified)	2	-2
CCC(C)[C@H]1CNC(=O)C(=O)N1CC(C)(C)C (stereo partly specified)	-2	6
CC1(C(=O)NS(=O)(=O)c2ccc(Cl)cc2)CCN1C(=O)C1(c2ccc(Cl)cc2)CC1 (stereo unspecified)	0	15
COc1ccc(-c2coc3c(C(=O)NC4CCCCC4)cccc23)c(C)c1	0	12
CC1(C(=O)NCc2ccccc2)CN(S(C)(=O)=O)CC(=O)N1Cc1cccs1 (stereo unspecified)	-1	22
Cc1cc(NC(=O)CS(=O)c2cn(Cc3cccc(Cl)c3)c3ccccc23)no1 (stereo unspecified)	0	12
Cc1cc2c(cc1C)-n1nnnc1C(N1CCN(c3ccccc3F)CC1)C(=O)N2 (stereo unspecified)	0	-3
Cc1cccc(C)c1NC(=O)C1(C)CN(S(C)(=O)=O)CC(=O)N1Cc1ccc2c(c1)OCO2 (stereo unspecified)	-2	16
C=CCNc1nc(NCc2cccc(OC)c2)c2sc(-c3ccccc3)cc2n1	-12	-350
COC(=O)[C@]12CCCCC=C1N(Cc1cccc3ccccc13)C(=O)[C@H](CC(=O)NCc1cccc3ccccc13)C2	-1	12
Cn1c(=O)c2cc(NC(=O)Cc3cccc4ccccc34)ccc2n1-c1ccccc1	-1	-490
CC1(C(=O)Nc2cccc3ccccc23)CCN1C(=O)C1(c2ccccc2)CCCC1 (stereo unspecified)	0	23
Cc1noc(C)c1S(=O)(=O)NC(=O)C1(C)CCN1C(=O)C1(c2ccc(Cl)cc2)CCC1 (stereo unspecified)	3	13
CC1(C(=O)O)CCCN1C(=O)c1ccc(Cl)cc1Cl (stereo unspecified)	0	8
COC(=O)c1ccc2nc(C(C)(C)C)c(Cc3ccc(OC)cc3C)n2c1	-21	-18
COc1cccc(-c2cnc3c(NC=O)cc(-c4ccc(O)c(OC)c4)cn23)c1	-15	-143
CCCc1nc2c3ccccc3ccn2c1CC(C)(C)C	-15	-91
COc1cc(OC)cc(C2=Cc3ccccc3C(CC(C)=O)N2c2ccc(-c3cccs3)cc2)c1 (stereo unspecified)	-14	-387
CC1(C(=O)NCc2ccccc2Br)CCN1Cc1ccc(-c2ccccn2)cc1 (stereo unspecified)	1	27
O=C1NC[C@@H](CCCCN2CCN(CCc3ccc(O)cc3)C(=O)C2=O)N(CCC2CCCCC2)C1=O	-1	8
COc1ccc(CNC(=O)Nc2nnc([C@H]3C[C@H](O)[C@@H](CO)O3)s2)cc1	-2	-12
N#Cc1ccc(C2CC(OCCF)=CC(=O)O2)cc1 (stereo unspecified)	1	15
CCNC(=O)C[C@@H]1CC[C@H]2[C@@H](COC[C@H](O)CN2C(=O)C2CC2)O1	2	20
Cc1noc(C)c1-c1ccc(C(=O)Nc2ccc(C(C)C)cc2)c2occc12	0	12
COc1ccc(-c2ccc(C(=O)Nc3cccc(N(C)C)c3)c3occc23)c(C)c1	-2	-22
CC(=O)Nc1ccc(CN(C)c2c(C)nc3ccc(C(=O)N4CCN(c5ccccc5)CC4)cn23)cc1	0	10

One compound at a time, from the list above.
CC1(C(=O)O)CCCN1C(=O)c1ccc(Cl)cc1Cl (stereo unspecified) as listed: SENP1 FRET inh: 0; SENP8 inh: 8
N#Cc1ccc(C2CC(OCCF)=CC(=O)O2)cc1 (stereo unspecified) as listed: SENP1 FRET inh: 1; SENP8 inh: 15

Following part:
Compound	SENP1 FRET inh	SENP8 inh
CC1(C(=O)NS(=O)(=O)c2cccc(C#N)c2)CCN1C(=O)CC1CCCCC1 (stereo unspecified)	-1	10
CCC(=O)N1CCC1(C)C(=O)Nc1cnc2ccccc2c1 (stereo unspecified)	1	26
CCCN1C[C@@H](C)[C@@H](OC)CN(C)C(=O)c2ccc(NC(=O)c3cccc(F)c3)cc2OC[C@H]1C	2	20
CC(C)(C)n1nnnc1C(c1ccccc1)N1CCN(c2ccccn2)CC1 (stereo unspecified)	2	-3
c1coc(-c2cc3nc(NCc4ccc5c(c4)OCO5)ccn3n2)c1	-6	-496
COCCNC(=O)C1(C)Cc2c(-c3cccc(C(N)=O)c3)ccnc2O1 (stereo unspecified)	-1	-7
CC(=O)NC(c1ccc(F)c(F)c1)c1nc(-c2cc3ccccc3o2)cs1 (stereo unspecified)	0	1
Cc1ccc(S(=O)(=O)N2[C@H](CC(=O)c3cccs3)OC[C@@H]2C(C)C)cc1	2	20
CCNC(=O)C1(C)CCCN1C(=O)c1ccc2c(c1)OCO2 (stereo unspecified)	2	17
CC(C)(C)S(=O)N1Cc2cc(C(=O)NCc3ccc(Oc4ccccc4)cc3)nc(-c3cccc(-c4cc5ccccc5o4)c3)c2[C@@H]1CCO (stereo partly specified)	-20	-58
CCCS(=O)(=O)NC(=O)C1(C)CCCN(C(=O)COCc2ccccc2)C1 (stereo unspecified)	1	25
COCCNC(=O)C1CCCN(C(=O)C2(c3ccc(Cl)cc3)CCCC2)CC1 (stereo unspecified)	2	25
Nc1[nH]c(C(=O)c2ccccc2)c(-c2ccc(Cl)cc2Cl)c1C(=O)c1ccc(Cl)c(Cl)c1	-18	-20
COc1ccc(NC(=O)C2Cc3c(-c4ccncc4)ccnc3O2)cc1OC (stereo unspecified)	4	21
COc1cc(NC(=O)c2cccc3c(-c4cnn(C)c4)coc23)cc(OC)c1OC	-1	12
CCN(CCO)c1ccc(Nc2cc(-c3ccc(-c4ccccc4)cc3)ncn2)cc1	-20	-204
COc1ccc(-c2nc3cc(C)c(Br)c(C)n3c2CC(C)(C)C)cc1OC	0	1
COC(=O)c1ccc(C(=O)N2CCCCCC2(C)C(=O)NC(C)C)cc1 (stereo unspecified)	1	2
O=C(O)C(=Cc1ccccc1Cl)c1ccccc1	0	9
CCOC(=O)[C@]12CCCC=C1N(CCc1ccc(OC)c(OC)c1)C(=O)[C@H](CC(=O)NCCCN1CCCC1=O)C2	-1	13
Cc1ccccc1S(=O)(=O)N1C[C@H]2[C@H]3C(=O)N(c4ccccc4)C(=O)[C@H]3CC(=O)[C@H]2[C@@H]1c1ccc(Cl)cc1	-31	7
